# From PubChem BioAssay
# S1P3 antag: S1P3 (human) receptor antagonism; Q99500; CHO S1P3 NFAT-BLA reporter, FRET fluorescence, antagonist mode; inhibition, % at 4.98 µM; actives 0.27% (n = 170,000); AID 485;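 active means inhibition above the plate cutoff, the mean inhibition of test wells on that plate plus 3 SD, cut at about 28% in these data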;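 further: cells challenged with S1P at its EC80 of 0.8 µM; blue over green emission ratio from cleaved BLA substrate after 4 h stimulation; 0% = S1P-stimulated wells and 100% = unstimulated DMSO-only wells; some compounds past the cut are filed as inactive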
# Target sequence (Q99500 whole entry, looked up): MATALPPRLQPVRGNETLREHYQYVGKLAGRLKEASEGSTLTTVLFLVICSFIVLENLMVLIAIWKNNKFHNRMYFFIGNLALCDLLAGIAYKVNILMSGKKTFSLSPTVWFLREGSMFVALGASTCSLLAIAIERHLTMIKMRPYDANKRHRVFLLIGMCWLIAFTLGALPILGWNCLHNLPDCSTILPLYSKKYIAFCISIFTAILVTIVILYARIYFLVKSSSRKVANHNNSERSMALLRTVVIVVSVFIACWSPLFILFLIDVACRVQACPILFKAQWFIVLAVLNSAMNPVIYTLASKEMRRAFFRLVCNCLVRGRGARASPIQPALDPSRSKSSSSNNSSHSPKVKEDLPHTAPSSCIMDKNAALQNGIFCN
# Numbers without * were called inactive. These rows are one share of the data; the hit share may differ from the screen's.
item	compound	S1P3 antag
1	c1cncc(C2CCCCN2)c1 (centres undefined)	0.1
2	O=c1c2ccccc2nc(-c2ccco2)n1-c1ccc(Br)cc1	11.4
3	Fc1ccc(Cn2nnnc2CN2CCC(n3nnc4cc(C(F)(F)F)ccc43)CC2)cc1	-8.2
4	COc1ccc(-n2c(O)c(C(C)=NCCc3c[nH]c4ccccc34)c(=O)[nH]c2=O)cc1	2.0
5	O=C(Cc1ccccc1)NC(Cc1ccc(Cl)cc1)C(=O)O (centres undefined)	9.8
6	Cc1ccc(-n2c(O)c(/C=N/N3CCCCCC3)c(=O)[nH]c2=O)cc1C	-6.4
7	CC(=O)c1c(C)n(Cc2ccccc2)c2ccc(O)cc12	3.1
8	O=C1C2C3CCC(O3)C2C(=O)N1CCO (centres undefined)	-24.8
9	CCn1c(O)c(N=Nc2ccc(S(=O)(=O)N3CCOCC3)cc2)c(=O)n(CC)c1=S	-14.5
10	CC(C)c1ccc(-n2c(O)c(C=NC(CCS(C)=O)C(=O)O)c(=O)[nH]c2=S)cc1 (centres undefined)	-7.3
11	C1CC2NCCC3NCCC(N1)N32 (centres undefined)	-3.9
12	C=CCn1c(O)c(C(C)=Nc2ccc3c(c2)CCC3)c(=O)[nH]c1=O	-8.3
13	CN1CCN(c2nc(N)c(Br)c(Cl)n2)CC1	5.3
14	Clc1cc(Cl)cc(NC2=NCCS2)c1	-0.1
15	CC(C)CCn1c(=O)c(C(=O)NCc2ccco2)c(O)c2ccccc21	-2.0

# Further compounds.
item	compound	S1P3 antag
16	O=C(c1ccccc1)C1NC1c1ccccc1 (centres undefined)	-9.5
17	CCCCn1c(N)c(C(=O)OCCOC)c2nc3ccccc3nc21	4.8
18	O=C(Nc1ccccc1)c1c(O)c2c(n(Cc3ccco3)c1=O)CCCC2	3.8
19	CC(C)CCNC(=O)CN1C(=O)CN=C(c2ccccc2)c2ccccc21	-7.3
20	CCCCn1c(O)c(C=NCc2ccc3c(c2)OCO3)c(=O)[nH]c1=O	-3.9
21	O=C1C2CCN(CC2)C12CC2c1ccc(C(F)(F)F)cc1 (centres undefined)	5.0
22	CCC1(C)CC(CCNCc2ccc(N(C)C)cc2)(c2ccc(F)cc2)CCO1 (centres undefined)	-3.2
23	COCCCNC(=O)c1c(N)n(Cc2ccco2)c2nc3ccccc3nc12	11.8
24	COc1ccc(/C=C2/C(=O)NC(=O)N(c3ccccc3)C2=O)cc1CN1C(=O)c2ccccc2C1=O	-6.1
25	O=C(NCCN1CCOCC1)c1ccc(Cl)nc1	2.4
26	CN1CCN(c2nc3ccccc3o2)CC1	10.5
27	CC(=NCCc1ccccc1)c1c(O)n(C)c(=O)n(C)c1=O	2.2
28	CCCC(C)n1[nH]c(=O)c2c1NC(=O)CSC2c1ccccc1 (centres undefined)	14.9
29	O=c1[nH]c(=O)n(Cc2ccccc2)c(O)c1/C=N/Nc1c(F)c(F)c(F)c(F)c1F	-7.5
30	c1ccc2c3c([nH]c2c1)C1(CCNCC1)NCC3	-1.4

# Other records follow:
item	compound	S1P3 antag
31	COc1cc(CN=Cc2c(O)n(C(C)(C)C)c(=O)[nH]c2=O)cc(OC)c1	1.2
32	CCCCn1c(O)c(C(C)=Nc2ccc3c(c2)CCC3)c(=O)[nH]c1=O	3.5
33	CN1CCc2nc(SCc3cccc(Br)c3)c(C#N)cc2C1	7.1
34	O=C(C[N+]12CCC(CC1)C(OC(=O)c1ccccc1)C2)c1ccc([N+](=O)[O-])cc1 (centres undefined)	-5.4
35	C=CCn1c(O)c(C(C)=NCc2ccc3c(c2)OCO3)c(=O)[nH]c1=O	-3.3
36	O=S(=O)(c1ccc(Cl)cc1)N1CCCC1c1cccnc1 (centres undefined)	-3.9
37	CSc1ncc(CN2CCCC(C(=O)c3ccccc3SC)C2)cn1 (centres undefined)	-5.7
38	CCC(=NCCCN1CCOCC1)c1c(O)n(-c2ccccc2C)c(=O)[nH]c1=O	-4.4
39	O=C1OC(c2ccc([N+](=O)[O-])cc2)=N/C1=C/N1CC2CC(C1)c1cccc(=O)n1C2 (centres undefined)	-5.3
40	COC1C(OC(=O)c2ccc(C)[nH]2)C(O)C(Oc2ccc3c(O)c(NC(=O)c4ccc(O)c(CC=C(C)C)c4)c(=O)oc3c2Cl)OC1(C)C (centres undefined)	5.2
41	COC(=O)C1C=C2c3cccc4[nH]cc(c34)CC2N(C)C1 (centres undefined)	-7.2
42	Cc1ccc(-c2nn(Cc3ccccc3)cc2C(=O)O)cc1	-16.1
43	COC(=O)C1=Nc2ccccc2/C1=C\c1c(O)n(C)c(=O)n(C)c1=O	2.9
44	CCC1(C(=O)c2ccc(C)cc2)C2c3ccccc3OC(=O)C21C(=O)O (centres undefined)	-17.0
45	CCOc1cccc(=NC2CCCCC2)c2c(C)n(C)c(C)c12	15.7

# (next part)
item	compound	S1P3 antag
46	O=c1oc2ccccc2c(O)c1C(c1ccccn1)c1c(O)c2ccccc2oc1=O	5.3
47	C=CCn1c(O)c(C(CC)=NCCc2c[nH]c3ccccc23)c(=O)[nH]c1=O	-8.8
48	O=C1NC2NC(=O)N([N+](=O)[O-])C2N1 (centres undefined)	-12.4
49	CC[C@@]1(O)C(=O)OCc2c1cc1n(c2=O)Cc2cc3c(NC(=O)CN)cccc3nc2-1	-2.0
50	COc1cc(CN=C(C)c2c(O)n(C)c(=O)n(C)c2=O)cc(OC)c1	15.0
51	Cn1c(O)c(C=NC2CCN(Cc3ccccc3)CC2)c(=O)[nH]c1=O	-1.4
52	C=CC1CN2CCC1CC2C(OC(C)=O)c1ccnc2ccc(OC)cc12 (centres undefined)	-4.5
53	CN1CCN(c2ncnc3c2cnn3C)CC1	-7.6
54	Cc1ccc(S(=O)(=O)N2CCCC2c2cccnc2)cc1 (centres undefined)	-1.4
55	CN(C)CCn1cnc2ccccc21	-7.7
56	Cc1cc(OC(=O)N(C)C)n(-c2ccccc2)n1	-0.1
57	COc1cc(C(CN)CC(=O)O)ccc1O (centres undefined)	11.8
58	CC(=O)Nc1ccc(N=Cc2c(O)n(Cc3ccco3)c(=O)[nH]c2=O)cc1	4.2
59	O=[As](O)(O)c1ccc(N=Nc2ccc(O)cc2)cc1	4.3
60	Cc1ccc(NC(=O)c2cc(-c3ccccc3)n(CCCN3CCOCC3)c2C)cc1	-6.6

# Going on with the list:
item	compound	S1P3 antag
61	CC(=NCCC1=CCCCC1)c1c(O)n(-c2ccccc2)c(=O)[nH]c1=O	4.6
62	COc1cc(OC)c(OC)cc1/C=C1/C(=O)NC(=O)N(Cc2ccccc2)C1=O	3.3
63	CC(Cc1ccsc1)NCc1cn[nH]c1-c1ccc(F)cc1F (centres undefined)	2.5
64	CCNC(=S)NCCC1=c2ccccc2=N/C1=C\c1c(O)n(C)c(=O)n(C)c1=O	5.8
65	COCCCn1c(N)c(C(=O)NCc2ccco2)c2nc3ccccc3nc21	10.7
66	N#CC(C#N)=Cc1ccc(N2CCOCC2)cc1	-4.2
67	C1=C(c2ccccc2)CCNC1	-3.8
68	COc1ccc(N2C(=O)/C(=C/c3cccs3)C(=O)NC2=S)cc1	8.9
69	CC(=NCCc1c[nH]c2ccccc12)c1c(O)n(Cc2ccccc2)c(=O)[nH]c1=O	8.2
70	C=CCn1c(O)c(C(CC)=Nc2ccc3c(c2)CCC3)c(=O)[nH]c1=O	10.5
71	COc1cc(C=C2C(=O)NC(=O)NC2=O)ccc1O	1.2
72	Cc1cccn2c(=O)c3c(nc12)N1CCCCC1C1(C3)C(=O)N(C)C(=O)N(C)C1=O (centres undefined)	-5.8
73	O=S(=O)(c1ccc(F)cc1)N1CCCCC1c1cccnc1 (centres undefined)	9.2
74	O=c1[nH]c(CN2CC=C(c3ccccc3)CC2)nc2scc(-c3cccs3)c12	0.5
75	c1ccc(P(c2ccccc2)c2ccccn2)cc1	1.6

# Taken from above.
# Under S1P3 antag, c1ccc(P(c2ccccc2)c2ccccn2)cc1 has 1.6
# Under S1P3 antag, C1=C(c2ccccc2)CCNC1 has -3.8

# (further entries)
item	compound	S1P3 antag
76	COc1ccc(-n2c(O)c(C(C)=NCC3CCCO3)c(=O)[nH]c2=O)cc1 (centres undefined)	-18.1
77	CCCCOCCCN1C(C)=CC(=C2C(=O)NC(=S)NC2=O)C=C1C	-6.3
78	O=C(/C=C/c1c[nH]c2ccccc12)c1c(O)n(CCc2ccccc2)c(=O)[nH]c1=O	-8.8
79	CNC(C(=O)c1ccccc1)C(OC(C)=O)c1cccc([N+](=O)[O-])c1 (centres undefined)	-5.7
80	C=C1C/C(=C/C)C(=O)O[C@@H]2CCN3CC=C(COC(=O)[C@]1(C)O)[C@H]23	-4.5
81	O=C1NC(=O)N(Cc2ccco2)C(=O)/C1=C/C=C/c1ccco1	-1.2
82	CC(Cc1ccccc1)NCC(=O)Nc1cc(N(C)C)nc2ccccc12 (centres undefined)	17.2
83	Cc1onc(-c2c(Cl)cccc2Cl)c1C(=O)Nc1ccc2c(C(F)(F)F)cc(=O)oc2c1	0.8
84	CCCC(=O)N(C)C1=Nc2ccc(Cl)cc2C(c2ccccc2)=[N+]([O-])C1	-1.1
85	O=c1c2ccccc2nc(-c2ccccc2)n1-c1ccccc1	-14.0
86	S=C1NC2(CCCCC2)NC12CCCCC2	-0.1
87	CN(C)c1ccc(/C=C2/C(=N\O)C3CCN2CC3)cc1	5.9
88	CS(=O)(=O)NNP(=O)(NNS(C)(=O)=O)NC(=O)c1ccc(Br)cc1	-9.6
89	CCOc1ccc2nc(N=Nc3c(O)[nH]c(=O)[nH]c3=O)sc2c1	-1.1
90	Cc1cc(C(=O)CN2CCCC2)c(C)n1-c1ccc(F)cc1	-10.9

# 18 compounds already listed, sorted by SMILES length, largest number first:
item	compound	S1P3 antag
80	C=C1C/C(=C/C)C(=O)O[C@@H]2CCN3CC=C(COC(=O)[C@]1(C)O)[C@H]23	-4.5
78	O=C(/C=C/c1c[nH]c2ccccc12)c1c(O)n(CCc2ccccc2)c(=O)[nH]c1=O	-8.8
69	CC(=NCCc1c[nH]c2ccccc12)c1c(O)n(Cc2ccccc2)c(=O)[nH]c1=O	8.2
64	CCNC(=S)NCCC1=c2ccccc2=N/C1=C\c1c(O)n(C)c(=O)n(C)c1=O	5.8
84	CCCC(=O)N(C)C1=Nc2ccc(Cl)cc2C(c2ccccc2)=[N+]([O-])C1	-1.1
79	CNC(C(=O)c1ccccc1)C(OC(C)=O)c1cccc([N+](=O)[O-])c1 (centres undefined)	-5.7
88	CS(=O)(=O)NNP(=O)(NNS(C)(=O)=O)NC(=O)c1ccc(Br)cc1	-9.6
70	C=CCn1c(O)c(C(CC)=Nc2ccc3c(c2)CCC3)c(=O)[nH]c1=O	10.5
89	CCOc1ccc2nc(N=Nc3c(O)[nH]c(=O)[nH]c3=O)sc2c1	-1.1
65	COCCCn1c(N)c(C(=O)NCc2ccco2)c2nc3ccccc3nc21	10.7
82	CC(Cc1ccccc1)NCC(=O)Nc1cc(N(C)C)nc2ccccc12 (centres undefined)	17.2
90	Cc1cc(C(=O)CN2CCCC2)c(C)n1-c1ccc(F)cc1	-10.9
87	CN(C)c1ccc(/C=C2/C(=N\O)C3CCN2CC3)cc1	5.9
73	O=S(=O)(c1ccc(F)cc1)N1CCCCC1c1cccnc1 (centres undefined)	9.2
71	COc1cc(C=C2C(=O)NC(=O)NC2=O)ccc1O	1.2
75	c1ccc(P(c2ccccc2)c2ccccn2)cc1	1.6
86	S=C1NC2(CCCCC2)NC12CCCCC2	-0.1
67	C1=C(c2ccccc2)CCNC1	-3.8

# New compounds follow.
item	compound	S1P3 antag
91	COc1ccc(-c2n(-c3ccccn3)c3ccccc3[n+]2-c2ccccn2)cc1	3.6
92	Cn1c(O)c(C=NCCCCCCCCCCC(=O)O)c(=O)n(C)c1=O	-9.0
93	NC(=O)C1CCN(/C=C2\C(=O)NC(=O)N(Cc3ccco3)C2=O)CC1	-21.4
94	COC(=O)C(O)(c1ccc(NC(=O)c2cccs2)c(C)c1)C(F)(F)F (centres undefined)	-10.2
95	O=C1/C(=C/c2ccccc2Cl)N2CCC1CC2	8.1
96	C/C(=N\N(C)c1ccccc1)c1c(O)[nH]c(=O)[nH]c1=O	4.6
97	OCC[N+]12CCC(CC1)C(C(O)(c1ccccc1)c1ccccc1)C2 (centres undefined)	2.9
98	CCOc1ccc(-n2c(O)c(N=Nc3c(C)n(C)n(-c4ccccc4)c3=O)c(=O)[nH]c2=O)cc1	-5.7
